tim23-1 inh = growth inhibitors of tim23-1 mutant yeast | 330,000 tested, 1.3% active | inhibition, % at 20 µM | S. cerevisiae tim23-1 growth, BacTiter-Glo luminescence, 24 h;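 active = growth inhibition of the mutant yeast at or above 50%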;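 note: temperature-sensitive mutant grown at 25 °C; plate controls were DMSO-treated mutant yeast for no effect and medium wells lacking yeast for full effect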
UPR CHOP act = activators of apoptotic arm of unfolded protein response (CHOP); activation, % at 10 µM; AID 449763; 330,000 tested, 0.34% active; CHO-CHOP luciferase reporter, UPR activation, luminescence; percent of tunicamycin response over DMSO baseline;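 active = at 10 µM dose, activation of 40% or more, normalized to positive control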;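 note: 100% = tunicamycin at 10 µg/mL and 0% = DMSO alone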
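measured by = luciferase luminescence | assay system = CHO-CHOP cells, stable luciferase reporter of PERK-eIF2a-CHOP signalling | amount = 500 reporter cells seeded per well | timing = 6 h compound exposure at 37 °C after overnight seeding | controls = positive tunicamycin 10 µg/mL, negative DMSO alone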
GRIN3A LBD mod = modulates the human NR3A ligand-binding domain. NR3A LBD differential scanning fluorimetry, Tm shift; 0% = protein alone, 100% = glycine-bound protein. 340,000 tested, 2.5% active. AID 1259313. Tm shift relative to glycine control, % at 25 µM;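 active = melting temperature shift of at least 10% of the positive control shift, at one fixed dose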
TIM10 inh = TIM10 yeast growth inhibition; inhibition, % at 10 µM; S. cerevisiae TIM10 strain growth, BacTiter-Glo luminescence, 24 h; 330,000 tested, 1.4% active;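 active = inhibition of 40% or more at the single tested concentration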;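 note: wild-type TIM10 isogenic control strain grown at permissive 25 °C; 0% = DMSO yeast wells and 100% = minimal medium wells without yeast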
Mdm2-MdmX inh = disrupts the human Mdm2-MdmX interaction; O15151+Q00987; inhibition, % at 8 µM; 330,000 tested, 3% active; SaOS-2 split-luciferase Mdm2/MdmX complementation, luminescence;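 active = inhibition of at least 50% at 8 µM in the primary screen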
NLRP3 yeast inh = NALP3 inhibition in yeast; Yeast reconstituted NLRP3/ASC/caspase-1, beta-gal luminescence, 24 h; inhibition, % at 10 µM; 330,000 tested, 0.39% active;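 active = inhibition of 50% or more; inactive = inhibition below 50%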;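 note: plate controls were induced DMSO wells for no effect and uninduced yeast grown without galactose for full effect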
XBP1 UPR activ = activators of adaptive arm of unfolded protein response (XBP1); activation, % at 20 µM; 330,000 tested, 0.33% active; CHO-XBP1 luciferase reporter, IRE1-XBP1 UPR activation, luminescence; percent of tunicamycin response, DMSO as zero; AID 463104;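 active = versus positive control, 20 µM dose yields 30% or more activation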;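 note: 100% = tunicamycin at 10 µg/mL and 0% = DMSO only wells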
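Material: CHO cell line with stable XBP1 luciferase reporter; buffer or medium: F12 medium containing 10% fetal bovine serum; compound: single point, 20 µM final compound, 1% DMSO; incubation: 6 h treatment, 37 °C; measured by: glow luminescence from Steady-Glo reagent; evaluation: activation, % of tunicamycin; control set: tunicamycin high, DMSO low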
tim10-1 inh = inhibits growth of tim10-1 mutant yeast; S. cerevisiae tim10-1 ts strain growth, BacTiter-Glo, 24 h; inhibition, % at 20 µM; 330,000 tested, 2.2% active; AID 463190;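 active = inhibition of at least 40%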;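 note: mutant grown at 25 °C; 0% = DMSO wells with yeast and 100% = wells holding no yeast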
APJ ag = activates the human apelin receptor APJ | P35414 | CHO-K1 APJ PathHunter beta-arrestin, luminescence; 0% DMSO wells, 100% apelin | activation, % at 20 µM | 330,000 tested, 0.11% active | AID 2520;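 active = activation more than six SD over the plate average, tested at 20 µM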;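 note: 0% = DMSO alone and 100% = apelin-13 at 10 nM; some results filed as inactive read as strong as hits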
Target sequence (P35414 whole entry, looked up): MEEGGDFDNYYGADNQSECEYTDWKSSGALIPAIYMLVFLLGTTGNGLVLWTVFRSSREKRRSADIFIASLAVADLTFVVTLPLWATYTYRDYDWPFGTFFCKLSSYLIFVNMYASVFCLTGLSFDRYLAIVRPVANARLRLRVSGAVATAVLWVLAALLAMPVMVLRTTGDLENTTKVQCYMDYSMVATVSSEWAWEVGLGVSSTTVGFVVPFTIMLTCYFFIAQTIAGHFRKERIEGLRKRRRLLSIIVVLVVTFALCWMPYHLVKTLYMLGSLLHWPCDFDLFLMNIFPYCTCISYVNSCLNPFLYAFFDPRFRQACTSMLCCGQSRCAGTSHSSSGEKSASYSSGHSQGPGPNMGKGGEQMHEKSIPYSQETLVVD
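Assay system: CHO-K1 cells stably expressing ProLink-tagged human APJ and arrestin–beta-gal acceptor. Compound dosing: 20 µM single point, 1% DMSO. Times: 16-18 h seeding, 90 min dark compound exposure, 60 min detection. Detection: beta-gal luminescence. Evaluation: APJ–arrestin association signal. Controls: negative DMSO alone, positive Apelin-13 at 10 nM.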
* = called active by the depositor; nt = no result given. Not a hit list. Share with any hit: about 8.2%.

No.	Structure	XBP1 UPR activ	UPR CHOP act	APJ ag	NLRP3 yeast inh	Mdm2-MdmX inh	tim10-1 inh	tim23-1 inh	GRIN3A LBD mod	TIM10 inh
1	NC(=O)Cc1nc(-c2ccc(Br)cc2)cs1	0	3.3	-2	22	16	22	20	2	17
2	CN(C)C1(CNCC(O)c2ccccc2)CCCCC1 (centres undefined)	1	-0.5	-6	2	-26	11	8	0	3
3	O=c1c2ccccc2[nH]c2ccc(O)cc12	6	2.0	6	7	-7	-49	23	1	-8
4	CCCCCCn1c(CN2CCN(C(=O)OCC)CC2)nc2c1c(=O)n(C)c(=O)n2C	-4	-2.8	-2	15	2	-1	14	5	11
5	Cc1c(C)c2c(c(C)c1O)CC[C@@](C)(CCC[C@H](C)CCC[C@H](C)CCCC(C)C)O2	-6	0.6	14	7	7	-4	-12	-1	0
6	Nc1nc(COC(=O)C2CC(=O)N(Cc3ccccc3)C2)nc(Nc2ccccc2)n1 (centres undefined)	0	-2.5	-3	-1	-13	21	2	3	9
7	O=C(NCc1ccccc1F)C1CCCN(C(=O)NC2CCCCC2)C1 (centres undefined)	2	0.6	-2	0	-1	12	-2	0	-17
8	COC(=O)[C@H](CC(C)C)NCc1cccc(CN[C@@H](CC(C)C)C(=O)OC)c1	-1	-0.6	1	20	13	15	20	4	-15

Later entries:
No.	Structure	XBP1 UPR activ	UPR CHOP act	APJ ag	NLRP3 yeast inh	Mdm2-MdmX inh	tim10-1 inh	tim23-1 inh	GRIN3A LBD mod	TIM10 inh
9	CC1CCC(C(=O)NC(C(=O)Nc2ccccn2)C(C)C)CC1 (centres undefined)	-5	3.0	-3	25	26	-14	-1	0	12
10	COc1ccc(S(=O)(=O)NC2CCCCC2)c(C)c1C	-4	0.4	-3	-10	-10	29	35	0	3
11	Cc1cccc(OCC(=O)Nc2cc(NC(=O)COc3cccc(C)c3C)cc(C(=O)O)c2)c1C	-5	1.1	0	11	25	20	9	-5	4
12	NS(=O)(=O)c1ccc(-c2ccc(/C=C3\NC(=S)NC3=O)o2)cc1	0	-0.1	0	11	-4	-13	-13	-8	-1
13	Cc1ccc2cc(CN(c3ccc(C)c(C)c3)S(C)(=O)=O)c(=O)[nH]c2c1	-1	-0.5	1	15	-6	7	-2	2	11
14	CSc1nnc(SCC(=O)N(C)c2c(N)n(Cc3ccccc3)c(=O)[nH]c2=O)s1	-2	0.5	9	3	14	-25	-12	0	-4
15	COc1cc(OC)cc(C(=O)NCC(=O)OCC(=O)c2cc(OC)ccc2OC)c1	-3	-0.1	-3	9	-6	2	7	7	5
16	Cc1ccc(S(=O)(=O)N2CCN(C(=O)c3ccc(Br)o3)CC2)c(C)c1	1	1.3	1	35	7	4	38	1	10

Further structures follow:
No.	Structure	XBP1 UPR activ	UPR CHOP act	APJ ag	NLRP3 yeast inh	Mdm2-MdmX inh	tim10-1 inh	tim23-1 inh	GRIN3A LBD mod	TIM10 inh
17	CCOC(=O)c1cccnc1SCC(=O)N(CC)c1cccc(C)c1	-3	-2.2	-4	13	15	40*	37	-2	34
18	Cc1cccc(OCCNC(=O)c2ccc(Oc3ccc(C(F)(F)F)cc3[N+](=O)[O-])cc2)c1	-1	-1.3	-3	9	50*	24	4	-7	32
19	O=C(Nc1ccncc1)C1CCC(CNS(=O)(=O)c2cccc3nsnc23)CC1 (centres undefined)	0	1.2	0	-2	12	5	12	-2	-18
20	CCOC(=O)c1[nH]c(C)c(CC(C)C)c1C	6	1.6	-3	25	4	2	10	8	-6
21	O=C(CCC(=O)N1CCCC1)Nc1nnc(C2CCCCC2)s1	-2	0.2	2	9	9	21	14	2	-8
22	Cn1c(=O)[nH]c(=O)c2c1nc(CN1CCN(c3cccc(Cl)c3)CC1)n2CCCc1ccccc1	2	2.5	-1	6	9	9	16	0	17
23	CON(C)c1nc(NCC(C)C)nc(OCC#N)n1	2	2.8	0	-6	-4	10	12	1	-20
24	Cc1nc(N(CCO)C2CCCCC2)c2nnn(Cc3ccccc3)c2n1	-4	-1.6	-1	23	15	3	34	-1	21

Continued:
No.	Structure	XBP1 UPR activ	UPR CHOP act	APJ ag	NLRP3 yeast inh	Mdm2-MdmX inh	tim10-1 inh	tim23-1 inh	GRIN3A LBD mod	TIM10 inh
25	COc1cc(F)c(C2=CC(=O)C[C@H](c3ccc(F)cc3)C2)cc1F	-2	0.9	-2	24	-14	21	43	2	-2
26	COc1cc(/C=N/NC(=O)CCC(=O)Nc2ccc(F)cc2)ccc1O	0	-0.2	-3	-16	-13	8	-6	-5	8
27	O=C(Nc1ccccc1C(=O)O)c1cccc(C(=O)Nc2ccccc2C(=O)O)c1	-4	-0.7	-1	14	0	11	1	10*	10
28	COc1ccc(C2=C/C(=C\c3ccc(OC(C)=O)cc3)C(=O)O2)cc1	-1	0.5	-2	2	10	11	1	-3	0
29	Cc1nc2ccccc2c2oc(C(=O)NCC3COc4ccccc4O3)cc12 (centres undefined)	0	-0.5	4	24	35	41*	30	-11	5
30	Cc1ccccc1S(=O)(=O)Oc1ccccc1C(=O)Oc1ccccc1	-1	-1.0	-5	14	13	-16	0	5	-7
31	COC(=O)c1cc(C(=O)Nc2ccc(C)cn2)cc([N+](=O)[O-])c1	0	-0.2	0	9	-4	11	1	-1	-13
32	CCC(CC)NC(=O)c1cccc(NC(=O)C(C)C)c1	-1	-1.5	-3	24	-11	12	7	0	-1

Carrying on:
No.	Structure	XBP1 UPR activ	UPR CHOP act	APJ ag	NLRP3 yeast inh	Mdm2-MdmX inh	tim10-1 inh	tim23-1 inh	GRIN3A LBD mod	TIM10 inh
33	Cc1cc(Br)ccc1NC(=O)CSCc1c(C)noc1C	0	0.0	-2	13	-19	2	6	3	-6
34	CCCS(=O)(=O)c1c(S(=O)(=O)CCC)c2ccc(C(N)=O)cn2c1C(=O)c1ccc(OC)cc1	-2	-1.6	-2	-4	7	2	14	1	7
35	Cc1cc(C)nc(/N=C(\N)N2CCCCC2)n1	1	-1.6	-5	18	3	6	2	2	-4
36	COc1cc(OC)cc(N(C(=O)CNC(=O)c2cccs2)C(C(=O)NCC2CCCO2)c2ccc(OC)c(OC)c2)c1 (centres undefined)	1	-0.9	-1	8	13	15	11	1	2
37	O=C(CN1C(=O)NC2(CCCC2)C1=O)OCCOc1ccccc1Cl	-1	0.5	-4	21	8	0	6	0	4
38	CCOC(=O)C(C)Sc1nc(C2CC2)cc(C(F)(F)F)c1C#N (centres undefined)	3	-3.0	-5	6	23	18	7	1	18
39	COCCCN(C(=O)Cn1ncc2c(=O)oc3ccc(C)cc3c21)C(C)c1ccncc1 (centres undefined)	-3	0.0	-2	13	-16	14	-5	-4	-2
40	Cc1ccc(C)c(N2CCN(CCCNC(=O)Cn3cc4c(n3)CCCCC4)CC2)c1	-1	1.2	-5	15	26	12	14	0	7

(cont.)
No.	Structure	XBP1 UPR activ	UPR CHOP act	APJ ag	NLRP3 yeast inh	Mdm2-MdmX inh	tim10-1 inh	tim23-1 inh	GRIN3A LBD mod	TIM10 inh
41	Cc1nn(C)cc1C(C)NC(=O)c1cc(COc2cccc3cnccc23)on1 (centres undefined)	-4	-0.1	-4	-5	35	-10	-1	-1	-4
42	COc1cc(/C=N/n2nnnc2N)ccc1OCC(N)=O	-2	-0.1	-1	15	2	-27	6	-5	-5
43	O=C(NNC1=NCCN1Cc1ccccc1)c1cccc(C(F)(F)F)c1	0	-0.2	-7	9	11	4	6	1	8
44	CCOc1cc(N2CCOCC2)c(OCC)cc1NC(=O)COC(=O)C1CCCN1S(=O)(=O)c1ccccc1F (centres undefined)	-4	0.4	-3	5	12	14	18	26*	4
45	NC(=O)CC(NC(=O)Cc1cccc2ccccc12)c1ccc(NCCCN2CCCC2=O)c([N+](=O)[O-])c1 (centres undefined)	3	0.0	4	32	22	7	15	3	10
46	C[C@@H]1[C@H]2[C@@H](O[C@@H]3O[C@H](CO)[C@@H](O)[C@H](O)[C@H]3O)OC=C(C(=O)O)[C@H]2C[C@@H]1O	-2	-0.3	-1	12	9	-6	-7	-2	-1
47	CC(=O)c1cccc(NS(=O)(=O)c2c(C)n[nH]c2C)c1	-3	1.1	1	6	8	2	12	0	5
48	CC(C)N(C(=O)Cn1cc(SCC(=O)NCC2CCCO2)c2ccccc21)C(C)C (centres undefined)	-3	3.1	-2	3	7	8	22	0	-6

Looked up by compound from above, two records:
No.	Structure	XBP1 UPR activ	UPR CHOP act	APJ ag	NLRP3 yeast inh	Mdm2-MdmX inh	tim10-1 inh	tim23-1 inh	GRIN3A LBD mod	TIM10 inh
9	CC1CCC(C(=O)NC(C(=O)Nc2ccccn2)C(C)C)CC1 (centres undefined)	-5	3.0	-3	25	26	-14	-1	0	12
37	O=C(CN1C(=O)NC2(CCCC2)C1=O)OCCOc1ccccc1Cl	-1	0.5	-4	21	8	0	6	0	4

Next section:
No.	Structure	XBP1 UPR activ	UPR CHOP act	APJ ag	NLRP3 yeast inh	Mdm2-MdmX inh	tim10-1 inh	tim23-1 inh	GRIN3A LBD mod	TIM10 inh
49	O=C(COC(=O)c1cc(=O)[nH]c2ccccc12)NC(=O)NC1CCCCC1	1	-0.6	3	-8	-5	5	13	0	11
50	Cn1c(CCN2CCCCC2)nc2cc(NC(=O)COc3ccc(Cl)cc3)ccc21	-3	1.3	1	6	45	9	10	-3	10
51	CN1CCN(C2=NC3(CCCC3)C(C#N)C(=O)N2)CC1 (centres undefined)	1	0.2	1	12	-10	6	10	-1	3
52	CN(C)/C=C1/Nc2ccccc2C1=O	3	1.2	2	12	-21	10	11	1	4
53	CN(C)C(=O)CCc1ccc2c3c([nH]c2c1)[C@]1(C)[C@@H](C(=O)N2CCOCC2)C[C@H](CC(=O)NCc2cccc(C(F)(F)F)c2)C(=O)N1CC3	-2	2.2	nt	nt	9	0	26	0	2
54	NC(=O)C1(N2CCCCC2)CCN(c2nc(-c3ccc(Br)cc3)cs2)CC1	4	-0.5	-4	28	13	18	31	0	30
55	O=C(NCC(c1ccco1)N1CCc2ccccc21)C(=O)Nc1ccccc1 (centres undefined)	1	0.2	-2	20	19	-3	12	0	1
56	CC(=O)Oc1ccc2ccccc2c1C(NC(=O)Cc1ccccc1)c1ccccc1 (centres undefined)	-2	1.1	-4	1	-15	33	43	-4	31
57	COc1ccccc1NC(=O)CSCc1nc2ccccc2[nH]1	-4	0.9	-2	4	5	6	0	-6	2

Compound activity from PubChem.
